TNAP inh hiacc = blocks human TNAP under high phosphate acceptor concentration; purified TNAP, CDP-star luminescence, 1 M DEA; inhibition, % at 20 µM; actives 0.03% (n = 200,000);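 active = over 50% inhibition of tissue-nonspecific alkaline phosphatase at 20 µM in the single-dose screen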;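 note: plate controls were DMSO wells for no effect and EDTA-quenched wells as full inhibition for full effect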
TNAP inh no acc = TNAP (human) inhibition, acceptor-free conditions. P05186. purified TNAP, CDP-star luminescence, 30 min. inhibition, % at 20 µM. actives 0.26% (n = 200,000);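 active = tissue-nonspecific alkaline phosphatase inhibition above about 50% at 20 µM in the single-dose screen, limit read from the data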;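 note: 0% = DMSO negative control and 100% = EDTA positive control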
G6PDH counter = counter-screen for G6PDH assay hits: L. mesenteroides G6PDH inhibition. Purified L. mesenteroides G6PDH, diaphorase/resazurin coupled fluorescence, 45 min. inhibition, % at 5 µM. actives 0.12% (n = 200,000); in the data active = inhibition above about 50%
PMI act hi M6P = increases human PMI activity with near-saturating mannose 6-phosphate | coupled PMI enzyme assay, resazurin fluorescence, 20 min; stronger effect = higher value; 1 = untreated enzyme, 0 = substrate-free blank | activation factor at 20 µM | actives 0.34% (n = 190,000);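 active = activation factor of 2 or more at 20 µM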
Target sequence (P34949 whole entry, looked up): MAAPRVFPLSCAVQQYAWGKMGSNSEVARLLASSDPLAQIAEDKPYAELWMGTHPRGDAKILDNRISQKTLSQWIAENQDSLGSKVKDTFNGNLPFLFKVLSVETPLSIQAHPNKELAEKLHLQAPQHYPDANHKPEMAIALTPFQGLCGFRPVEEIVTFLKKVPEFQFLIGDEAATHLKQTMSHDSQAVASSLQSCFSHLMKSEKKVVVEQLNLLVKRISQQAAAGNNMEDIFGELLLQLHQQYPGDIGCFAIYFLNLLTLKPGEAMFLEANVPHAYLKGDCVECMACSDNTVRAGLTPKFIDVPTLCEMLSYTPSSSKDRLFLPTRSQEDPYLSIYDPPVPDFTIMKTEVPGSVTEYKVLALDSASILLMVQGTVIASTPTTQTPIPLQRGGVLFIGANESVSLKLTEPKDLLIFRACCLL
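Technique: Diaphorase-driven resazurin-to-resorufin fluorescence, excitation 544, emission 590 nm | Assay system: Human PMI in coupled enzyme assay | Times: Enzyme reaction with compound 20 min at room temperature | Medium: HEPES-buffered pH 7.4 with magnesium and detergent | Reagent: Mannose-6-phosphate 1.0 mM (near-saturating) plus 0.22 mM NADP+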
PMI activator = phosphomannose isomerase (human) activation; P34949; purified human PMI, coupled resazurin fluorescence, 20 min; stronger effect = higher value; 1 = vehicle control, 0 substrate-free wells; activation factor at 20 µM; actives 0.005% (n = 190,000);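 active = activation factor of 2 or more at 20 µM, relative to plate controls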
HMGR II inh = E. faecalis class II HMG-CoA reductase inhibition; purified E. faecalis HMGR, NADPH absorbance 340 nm kinetic; actives 0.41% (n = 190,000); inhibition, % at 10 µM; AID 1066;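 active = inhibition above a set limit, the median over all tested compounds plus 3 SD, cut at about 9.5% in these data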;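 note: enzyme runs in reverse so mevalonate oxidation gives rising NADPH absorbance; 0% = complete reaction with DMSO and 100% = background rate lacking mevalonate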
Diaph inh CS = counter-screen for diaphorase-based assays: diaphorase inhibitors and chemical oxidizers. actives 0.69% (n = 190,000). diaphorase resazurin-to-resorufin fluorescence, NADH, 16 min; bacterial (C. kluyveri) enzyme, not human. inhibition, % at 20 µM;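 active = primary screen inhibition at 20 µM above a set limit, cut at about 50% in these data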;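 note: plate controls were DMSO with full reaction for no effect and wells lacking NADH for full effect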
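Assay system – diaphorase enzyme from Clostridium kluyveri · Amount – diaphorase 0.14 U/mL (working solution) · Times – reaction incubation of 16 min at room temperature · Controls – No-NADH positive control and DMSO neutral control · Signal – resorufin fluorescence 544/590 nm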
TNAP act hi DEA = TNAP (human) activation, high acceptor; P05186; purified TNAP, CDP-star luminescence, 1 M DEA, 30 min; stronger effect = higher value; 0 = EDTA background, 1 = DMSO-only activity; activation factor at 20 µM; 200,000 tested, under 10 active;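 active = activation factor at least 2 at 20 µM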
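Measured by: Luminescent substrate turnover signal | Test system: Human TNAP | Input: TNAP 1/800 final | Dosing: 20 µM single point | Schedule: 30 min, room temperature | Controls: EDTA wells as negative control, DMSO wells as positive control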
Diaph act CS = diaphorase activation or chemical reduction counter-screen; Diaphorase/resazurin coupled assay, resorufin fluorescence, 16 min; stronger effect = higher value; 1 = vehicle wells, 0 = NADH-free wells; activation factor at 20 µM; actives 0.005% (n = 190,000);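 active = diaphorase activity raised at least twofold by the compound at 20 µM; inactive = activation factor below 2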
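Test system: Clostridium kluyveri diaphorase, purified enzyme. Buffer or medium: 50 mM HEPES pH 7.4 buffer plus MgCl2 and Tween 20. Also added: 0.114 mM NADH and 0.1 mM resazurin, final amounts. Dosing: compound 20 µM once, DMSO 1%. Schedule: 16 min enzyme reaction, ambient temperature. Detection: fluorescence of resorufin, 544 nm excitation, 590 nm emission.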
FLuc act counter = firefly luciferase counter-screen for stimulation assays. ATPlite luciferase biochemical, luminescence, 10 min; 0 = ATP-free wells, 1 = DMSO control. 200,000 tested, under 10 active. P08659. activation factor at 10 µM;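 active = luciferase activation factor, scaled between plate controls, of at least 2 with compound at 10 µM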
Target sequence (P08659 whole entry, looked up): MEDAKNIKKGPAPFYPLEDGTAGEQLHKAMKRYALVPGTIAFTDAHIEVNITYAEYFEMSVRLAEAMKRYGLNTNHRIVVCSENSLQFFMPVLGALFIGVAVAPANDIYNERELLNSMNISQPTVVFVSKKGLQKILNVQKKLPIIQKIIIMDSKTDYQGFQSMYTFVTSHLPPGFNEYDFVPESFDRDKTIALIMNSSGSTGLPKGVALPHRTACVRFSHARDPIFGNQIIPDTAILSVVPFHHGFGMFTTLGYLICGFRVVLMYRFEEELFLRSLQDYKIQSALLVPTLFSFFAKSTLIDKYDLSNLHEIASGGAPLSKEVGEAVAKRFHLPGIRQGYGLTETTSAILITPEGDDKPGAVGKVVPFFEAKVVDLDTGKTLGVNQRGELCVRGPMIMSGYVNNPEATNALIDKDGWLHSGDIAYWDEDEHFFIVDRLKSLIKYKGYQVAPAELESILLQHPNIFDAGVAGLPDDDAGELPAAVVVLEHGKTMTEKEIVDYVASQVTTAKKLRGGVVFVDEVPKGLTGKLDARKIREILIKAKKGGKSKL
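System: cell-free luciferase reagent; medium: PBS as buffer for the ATP substrate; doses: test compounds dosed from 2 mM stocks in 100% DMSO; incubation: 10 min, room temperature; measured by: luminescence from luciferase reaction; read-out: luciferase activation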
The depositor's hits bear a star.

For CC(C)NC(=O)c1sc2nc3c(c(-c4cccs4)c2c1N)CN(C)CC3 the results were TNAP inh hiacc 1.3, TNAP inh no acc -13.1, G6PDH counter 7.3, PMI act hi M6P 1.6, PMI activator 1.3, HMGR II inh -1.5, Diaph inh CS 24.4, TNAP act hi DEA 1, Diaph act CS 0.8 and FLuc act counter 1.
Cc1cc(C)n2nc(C(=O)N3CCCC(CNS(=O)(=O)c4cccs4)C3)cc2n1 (configuration not stated) was read as TNAP inh hiacc -7.8, TNAP inh no acc -2.2, G6PDH counter 14.8, PMI act hi M6P 1.1, PMI activator 1.1, HMGR II inh 0.1, Diaph inh CS 4.9, TNAP act hi DEA 1.1, Diaph act CS 1 and FLuc act counter 1.1.
Cc1c(-n2c(SCC(=O)N(C)C3CCS(=O)(=O)C3)nc3ccccc3c2=O)c(=O)n(-c2ccccc2)n1C (configuration not stated) was read as TNAP inh hiacc 0.0, TNAP inh no acc 1.9, G6PDH counter -1.6, PMI act hi M6P 1, PMI activator 1, HMGR II inh -0.1, Diaph inh CS -2.0, TNAP act hi DEA 1, Diaph act CS 1 and FLuc act counter 1.
`COc1cccc(NC(=O)CN2C(=O)NC(C)(CC(C)C)C2=O)c1` (configuration not stated) gave TNAP inh hiacc -0.8, TNAP inh no acc -7.0, G6PDH counter 2.1, PMI act hi M6P 1, PMI activator 1, HMGR II inh -2.3, Diaph inh CS 6.3, TNAP act hi DEA 1, Diaph act CS 0.9 and FLuc act counter 1.
Screening O=C(NCc1ccccc1Cl)c1ccc(S(=O)(=O)Nc2cccc(C(F)(F)F)c2)cc1 returned TNAP inh hiacc 1.7, TNAP inh no acc -16.3, G6PDH counter 14.7, PMI act hi M6P 0.8, PMI activator 0.7, HMGR II inh -3.2, Diaph inh CS 24.2, TNAP act hi DEA 1, Diaph act CS 0.8 and FLuc act counter 1.
COc1cccc(-c2nnc3sc(-c4ccc(C)cc4)nn23)c1 was read as TNAP inh hiacc -8.0, TNAP inh no acc -4.2, G6PDH counter 5.3, PMI act hi M6P 0.9, PMI activator 0.9, HMGR II inh 0.2, Diaph inh CS 20.6, TNAP act hi DEA 1.1, Diaph act CS 0.8 and FLuc act counter 1.1.
For CCCCCCCCCC(=O)N/N=C/c1ccc(C)s1 the results were TNAP inh hiacc -3.0, TNAP inh no acc -1.3, G6PDH counter 11.9, PMI act hi M6P 0.9, PMI activator 0.8, HMGR II inh -0.1, Diaph inh CS 22.3, TNAP act hi DEA 1, Diaph act CS 0.8 and FLuc act counter 1.
For Cc1nnc(SCC(=O)NC2CCS(=O)(=O)C2)n1Cc1ccccc1 (configuration not stated) the results were TNAP inh hiacc 1.7, TNAP inh no acc -3.9, G6PDH counter -2.2, PMI act hi M6P 1.1, PMI activator 1.1, HMGR II inh -0.5, Diaph inh CS -4.6, TNAP act hi DEA 1, Diaph act CS 1 and FLuc act counter 1.
Screening CCO[C@H]1OC(C(=O)N2CCN(Cc3ccccc3)CC2)=C[C@@H](c2coc3ccccc3c2=O)[C@@H]1CCCO returned TNAP inh hiacc -4.7, TNAP inh no acc -4.6, G6PDH counter 13.1, PMI act hi M6P 1.1, PMI activator 1, HMGR II inh -9.5, Diaph inh CS 33.5, TNAP act hi DEA 1, Diaph act CS 0.7 and FLuc act counter 1.1.
For Cc1ccc(NC(=S)NC(=O)c2ccc(-c3ccccc3)cc2)c(C)c1 the results were TNAP inh hiacc 2.3, TNAP inh no acc -7.1, G6PDH counter 1.1, PMI act hi M6P 1, PMI activator 0.9, HMGR II inh -4.5, Diaph inh CS 2.2, TNAP act hi DEA 1, Diaph act CS 1 and FLuc act counter 1.

Brought forward from above: 2 entries, then new ones.
Screening CCO[C@H]1OC(C(=O)N2CCN(Cc3ccccc3)CC2)=C[C@@H](c2coc3ccccc3c2=O)[C@@H]1CCCO returned TNAP inh hiacc -4.7, TNAP inh no acc -4.6, G6PDH counter 13.1, PMI act hi M6P 1.1, PMI activator 1, HMGR II inh -9.5, Diaph inh CS 33.5, TNAP act hi DEA 1, Diaph act CS 0.7 and FLuc act counter 1.1.
For Cc1ccc(NC(=S)NC(=O)c2ccc(-c3ccccc3)cc2)c(C)c1 the results were TNAP inh hiacc 2.3, TNAP inh no acc -7.1, G6PDH counter 1.1, PMI act hi M6P 1, PMI activator 0.9, HMGR II inh -4.5, Diaph inh CS 2.2, TNAP act hi DEA 1, Diaph act CS 1 and FLuc act counter 1.
For COc1cccc(-c2nc(CS(=O)(=O)CC(=O)N3CCN(c4ccccn4)CC3)c(C)o2)c1 the results were TNAP inh hiacc -0.8, TNAP inh no acc -9.7, G6PDH counter -24.2, PMI act hi M6P 1.1, PMI activator 1, HMGR II inh -7.7, Diaph inh CS 11.8, TNAP act hi DEA 1, Diaph act CS 0.9 and FLuc act counter 1.
Screening CN(C)/C=N/C(=S)Nc1ccc(F)cc1 returned TNAP inh hiacc -2.7, TNAP inh no acc -3.8, G6PDH counter 3.0, PMI act hi M6P 1, PMI activator 1, HMGR II inh -2.4, Diaph inh CS 5.7, TNAP act hi DEA 1, Diaph act CS 0.9 and FLuc act counter 1.1.
Screening Cc1nn(Cc2ccccc2)c(Cl)c1C(=O)NCc1ccc(C)n1C returned TNAP inh hiacc -0.8, TNAP inh no acc -9.7, G6PDH counter 2.7, PMI act hi M6P 0.9, PMI activator 0.9, HMGR II inh 2.3, Diaph inh CS 13.8, TNAP act hi DEA 1, Diaph act CS 0.9 and FLuc act counter 1.
For C#CCOCCOCCOCCNc1nc(N2CCN(C(=O)[C@H](CCC(=O)O)n3cc(C(N)CO)nn3)CC2)nc(N2CCN(C(=O)[C@H](Cc3cc4ccccc4[nH]3)n3cc(C(N)[C@H](C)CC)nn3)CC2)n1 (some centres not stated) the results were TNAP inh hiacc -6.6, TNAP inh no acc -8.1, G6PDH counter 6.1, PMI act hi M6P 1.2, PMI activator 1.3, HMGR II inh -2.9, Diaph inh CS -18.3, TNAP act hi DEA 1.1, Diaph act CS 1.2 and FLuc act counter 1.1.
O=C(NCCCn1ccnc1)c1ccncc1 was read as TNAP inh hiacc -1.2, TNAP inh no acc -3.8, G6PDH counter 8.4, PMI act hi M6P 1, PMI activator 0.9, HMGR II inh -2.1, Diaph inh CS 1.7, TNAP act hi DEA 1, Diaph act CS 1 and FLuc act counter 0.9.
CC(C)(C)c1ccc(/C=N/NC(=O)c2ccccn2)cc1 was read as TNAP inh hiacc -4.5, TNAP inh no acc -7.9, G6PDH counter 8.7, PMI act hi M6P 1.1, PMI activator 1, HMGR II inh 0.4, Diaph inh CS 6.2, TNAP act hi DEA 1, Diaph act CS 0.9 and FLuc act counter 0.1.
For CC1C=CCC2C(=O)N(c3ccc(OC(=O)c4ccco4)cc3)C(=O)C12 (configuration not stated) the results were TNAP inh hiacc -2.4, TNAP inh no acc -6.9, G6PDH counter 10.3, PMI act hi M6P 1, PMI activator 1, HMGR II inh -6.2, Diaph inh CS 0.4, TNAP act hi DEA 1, Diaph act CS 1 and FLuc act counter 1.
Screening CN(C)C(CNC(=O)c1cccc(C#N)c1)c1ccco1 (configuration not stated) returned TNAP inh hiacc -2.4, TNAP inh no acc -3.8, G6PDH counter 3.3, PMI act hi M6P 1, PMI activator 1.1, HMGR II inh 8.1, Diaph inh CS -4.0, TNAP act hi DEA 1, Diaph act CS 1 and FLuc act counter 1.
CC(=O)c1cc2c(cc1NC(=O)CSc1nnc(C)s1)OCO2 was read as TNAP inh hiacc -1.5, TNAP inh no acc -4.0, G6PDH counter -2.0, PMI act hi M6P 0.9, PMI activator 0.9, HMGR II inh -3.1, Diaph inh CS 9.2, TNAP act hi DEA 1, Diaph act CS 0.9 and FLuc act counter 1.
Screening COc1ccc(C(c2nnnn2Cc2ccc(F)cc2)N2CCN(c3ccc(OC)cc3)CC2)cc1 (configuration not stated) returned TNAP inh hiacc -1.7, TNAP inh no acc -1.3, G6PDH counter 8.1, PMI act hi M6P 0.7, PMI activator 0.8, HMGR II inh -10.2, Diaph inh CS 32.6, TNAP act hi DEA 1, Diaph act CS 0.7 and FLuc act counter 1.
COc1cc(/C=C/C(=O)NNc2c(F)c(F)cc(F)c2F)ccc1OC(F)F was read as TNAP inh hiacc -5.7, TNAP inh no acc -20.5, G6PDH counter -1.1, PMI act hi M6P 1, PMI activator 1, HMGR II inh -5.3, Diaph inh CS 16.6, TNAP act hi DEA 1.1, Diaph act CS 0.8 and FLuc act counter 1.1.
`Cc1ccc(N2CCCCn3c2nc2c3c(=O)[nH]c(=O)n2C)cc1` gave TNAP inh hiacc -2.9, TNAP inh no acc -6.4, G6PDH counter 3.7, PMI act hi M6P 1, PMI activator 0.9, HMGR II inh -1.3, Diaph inh CS 12.5, TNAP act hi DEA 1, Diaph act CS 0.9 and FLuc act counter 1.
Screening O=[N+]([O-])c1cc(S(=O)(=O)c2ccc(N3CCCCC3)c([N+](=O)[O-])c2)ccc1N1CCCCC1 returned TNAP inh hiacc 1.2, TNAP inh no acc -2.4, G6PDH counter 3.0, PMI act hi M6P 0.9, PMI activator 1, HMGR II inh 2.5, Diaph inh CS 16.6, TNAP act hi DEA 1, Diaph act CS 0.8 and FLuc act counter 1.
For O=C(NC1CCCC1)c1ccc(CN2CCOCC2)cc1 the results were TNAP inh hiacc -7.2, TNAP inh no acc -9.8, G6PDH counter 3.4, PMI act hi M6P 1, PMI activator 1, HMGR II inh 0.6, Diaph inh CS 4.7, TNAP act hi DEA 1.1, Diaph act CS 1 and FLuc act counter 1.
For CCc1ccc(N2C(=O)c3sc4nnc(-c5ccccc5)c(=O)n4c3C2=O)cc1 the results were TNAP inh hiacc -2.8, TNAP inh no acc -8.7, G6PDH counter -2.4, PMI act hi M6P 1, PMI activator 1, HMGR II inh -6.3, Diaph inh CS 16.9, TNAP act hi DEA 1, Diaph act CS 0.8 and FLuc act counter 1.
For O=C(CCC1CCCN(Cc2ccc(O)c(Cl)c2)C1)NCc1ccccc1F (configuration not stated) the results were TNAP inh hiacc -2.9, TNAP inh no acc -1.9, G6PDH counter 3.9, PMI act hi M6P 0.9, PMI activator 0.9, HMGR II inh 0.6, Diaph inh CS 13.2, TNAP act hi DEA 1, Diaph act CS 0.9 and FLuc act counter 1.

Compound activity deposited in PubChem BioAssay by several laboratories.
